Screening data from PubChem.
GLS inhibitor: glutaminase GLS (human) inhibition; GLS enzymatic activity, qHTS titration; Potency, µM (titrated, usually from 45.5 µM), without a hit: top-dose activity change, negative = inhibition, most hits filed as inhibitors; hit rate 0.21% among 410,000; AID 624170; also: % is scaled to controls: 0 for no effect and ±100 for the full control effect
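Glutamate formation by hKGA was monitored fluorometrically using coupled glutamate oxidase, HRP and Amplex Red. Substrate was added as 1 mM L-glutamine solution; incubation was 30 min at RT after an initial read.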
RGS4 inhibitor: inhibitors of human regulator of G protein signaling 4; Potency, µM (top dose mostly 114 µM), without a hit: at the highest dose activity change, negative = inhibition, hits mostly inhibitors; hit rate 0.039% among 390,000; Transcreener GDP fluorescence polarization, RGS4-accelerated GTP hydrolysis; P49798; also: % is scaled to controls: 0 for no effect and ±100 for the full control effect; nearly all actives have a fitted effect of over 75% in size; some results filed as inactive show a strong effect at the top dose
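MLSMR compounds (23 nl, pin-transferred) preincubated 10 min at room temperature with a 500nM (2x) first reagent, then RGS4 at 900nM (2x) plus Transcreener GDP mix added; fluorescence polarization (620/688 nm) read before and after 90 min at 30 °C.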
PGK inhibitor: blocks T. brucei phosphoglycerate kinase. PGK/GAPDH coupled, Kinase-Glo luminescence, 60 min. hit rate 0.043% among 380,000. P07378. Potency, µM (top dose mostly 57.5 µM), for the others: top-dose activity change, negative = inhibition, actives largely listed as inhibitors; also: % is scaled to controls: 0 for no effect and ±100 for the full control effect; nearly all actives have a fitted effect of over 60% in size
Target sequence (P07378 whole entry, looked up): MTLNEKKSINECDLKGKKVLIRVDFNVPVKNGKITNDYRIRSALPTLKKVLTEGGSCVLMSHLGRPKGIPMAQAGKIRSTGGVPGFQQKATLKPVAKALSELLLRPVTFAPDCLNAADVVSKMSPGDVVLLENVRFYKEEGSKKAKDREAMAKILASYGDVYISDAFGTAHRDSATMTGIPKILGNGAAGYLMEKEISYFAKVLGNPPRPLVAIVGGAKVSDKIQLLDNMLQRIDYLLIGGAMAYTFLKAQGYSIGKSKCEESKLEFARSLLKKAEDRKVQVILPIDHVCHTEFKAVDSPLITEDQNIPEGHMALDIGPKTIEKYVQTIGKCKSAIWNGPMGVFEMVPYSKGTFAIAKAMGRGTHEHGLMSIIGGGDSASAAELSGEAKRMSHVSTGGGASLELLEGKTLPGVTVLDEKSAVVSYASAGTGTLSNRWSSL
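Recombinant glycosomal PGK reaction used 1,3-bisphosphoglycerate generated in-well by GAPDH (100nM final) in 100mM TEA pH 7.6, 5mM MgCl2, 0.01% Tween-20. After 60 minutes at room temperature, ATP was read by Kinase-Glo Plus luminescence end-point.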
ERG Ets-DNA blk: inhibitors of human ERG Ets domain-DNA interaction | P11308 | fluorescence polarization, His-ERG Ets domain / labelled DNA | Potency, µM (titrated, usually from 76.9 µM), without a hit: at the highest dose FP activity, negative = inhibition, actives largely listed as inhibitors | hit rate 0.028% among 370,000; active = well fitted inhibition curve with a large enough effect in the polarisation, with a control signal flat; inconclusive = small, poorly fitted or top-dose-only effect, or effect the other way, or a change in a side signal; inactive = no such curve, though single readings can be large or run the other way; the % refers to the polarisation;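 also: polarization taken with two DNA probes labelled with fluorescein and Texas red; % of control where 0% means no effect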
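His-tagged ERG Ets domain (1 uM in the protein solution; 300mM KCl, 50mM Tris-HCl, 1mM EDTA, 1mM DTT, pH 7.5) received compound, then a probe mix of 5 nM fluorescein-DNA and 100nM Texas-615-DNA. Fluorescence polarization was read for both dyes.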
HP1b chromo inh: HP1-beta chromodomain-methylated histone interaction inhibition. P83916. AlphaScreen HP1-beta / biotin-H3K9me3 peptide binding. Potency, µM (titrated, usually from 114 µM), for inactives: at the highest dose activity change, negative = inhibition, hits mostly inhibitors. hit rate 0.56% among 390,000. AID 540317; also: nearly all actives have a fitted effect of over 70% in size; inactives centre near 23
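HP1-beta protein (50 nM final) preincubated 30 min at room temperature with biotinylated H3(1-18)K9me3 peptide (50 nM) in PBS pH 7.4, 0.01% Tween-20, then compound added for 30 min. AlphaScreen streptavidin donor/nickel chelate acceptor beads (10 ug/mL final), 30 min dark, luminescence read.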
JMJD2A Tudor inh: JMJD2A Tudor domain (human) inhibition; O75164; AlphaScreen JMJD2A-Tudor / H3K4me3 peptide binding; Potency, µM (highest dose often 114 µM), inactives show at the highest dose activity change, negative = inhibition, actives largely listed as inhibitors; hit rate 4.4% among 390,000; also: % is scaled to controls: 0 for no effect and ±100 for the full control effect; nearly all actives have a fitted effect of over 50% in size
TrxR1 inh: inhibitors of rat thioredoxin reductase 1; O89049; recombinant rTrxR1, NADPH fluorescence consumption, selenite substrate; Potency, µM (doses to about 114 µM), without a hit: at the highest dose activity change, negative = inhibition, actives largely listed as inhibitors; hit rate 1% among 390,000; AID 588453; also: % is scaled to controls: 0 for no effect and ±100 for the full control effect; nearly all actives have a fitted effect of over 65% in size
Target sequence (O89049 whole entry, looked up): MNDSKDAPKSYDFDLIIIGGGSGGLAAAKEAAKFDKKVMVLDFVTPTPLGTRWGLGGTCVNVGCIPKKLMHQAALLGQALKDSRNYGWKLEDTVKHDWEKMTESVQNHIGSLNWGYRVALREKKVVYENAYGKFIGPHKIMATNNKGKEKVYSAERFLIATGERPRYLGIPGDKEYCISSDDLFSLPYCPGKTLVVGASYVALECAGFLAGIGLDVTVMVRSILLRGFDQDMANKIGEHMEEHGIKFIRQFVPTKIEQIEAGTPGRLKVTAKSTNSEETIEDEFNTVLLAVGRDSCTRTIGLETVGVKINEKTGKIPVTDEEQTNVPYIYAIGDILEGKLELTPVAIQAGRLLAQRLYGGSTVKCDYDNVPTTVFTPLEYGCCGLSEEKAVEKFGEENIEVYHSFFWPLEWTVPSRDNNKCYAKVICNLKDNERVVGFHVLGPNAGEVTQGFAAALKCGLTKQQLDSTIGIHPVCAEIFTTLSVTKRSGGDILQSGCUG
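Rat TrxR1 (90 nM in the dispensed reagent) was pre-reduced with 400 uM NADPH for 5 min at room temperature, then incubated with compound for 15 min. After 400 uM selenite was added, NADPH fluorescence (Ex 340/Em 450 nm) was followed for 8 min.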
12-LOX inh: blocks human arachidonate 12S-lipoxygenase | P18054 | purified 12hLO, xylenol orange hydroperoxide absorbance | Potency, µM (doses to about 108 µM), for the others: at the highest dose activity change, negative = inhibition, hits mostly inhibitors | hit rate 1.1% among 580,000 | AID 1671190; also: % is scaled to controls: 0 for no effect and ±100 for the full control effect
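Purified human 12hLO at 150 nM in 25 mM Hepes, 0.01% Triton X-100, pH 7.0, preincubated 15 min at room temperature with compound. Reaction started with 40 uM arachidonic acid, 30 min at room temperature. Hydroperoxide measured by Fe-xylenol orange, 573/405 nm absorbance ratio.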
Pin1 inh: human Pin1 inhibition | Q13526 | Pin1 FP peptide displacement, HiFluor488, 10 min | Potency, µM (doses to about 115 µM), inactives show top-dose activity, negative = inhibition, hits mostly inhibitors | hit rate 0.009% among 390,000 | AID 504891; active = well fitted inhibition curve with a large enough effect in the polarisation, with a control signal flat, not every such curve was filed as active; inconclusive = small, poorly fitted or top-dose-only effect, or effect the other way, or a change in a side signal; inactive = no such curve, though single readings can be large or run the other way; the % refers to the polarisation; also: % is scaled to controls: 0 for no effect and ±100 for the full control effect
Starred values were filed as active, the others as inactive; i = inactive; ? = inconclusive; . = no result given; [ ] = dose if it differs, or a comment. Unless noted, calls follow the shape of the dose curve; as a rule, active = well fitted curve in the direction sought with a large enough effect; inconclusive = small, poorly fitted or top-dose-only effect, or another doubt; inactive = no such curve, though single readings can be large; an effect the other way counts as inactive or inconclusive. Potency is read from the fitted curve at half-maximal effect. A portion of the library (hit frequency here may not be typical).

SMILES	GLS inhibitor	RGS4 inhibitor	PGK inhibitor	ERG Ets-DNA blk	HP1b chromo inh	JMJD2A Tudor inh	TrxR1 inh	12-LOX inh	Pin1 inh
O=C(CCCn1c(SCc2cccc(F)c2)nc2ccccc2c1=O)NCC1CCCO1 (stereo unspecified)	-1%	-2%	2%	19%	29%	-17%	5%	-11%	-2%
O=C(Nc1ccc(Cl)cc1C(F)(F)F)c1cc(S(=O)(=O)NCc2ccccc2)ccc1F	-7%	11%	-9%	0%	45%[activator]	2%	8%[57.1 µM]	?	-1%
O=C(CCn1cnnn1)Nc1ccc(Cl)cc1Cl	34%[activator]	20%[11.4 µM]	1%	-4%	10%	-21%	15%	-9%	4%
CC1CCN(CCOc2ccc(Cl)c(Cl)c2)CC1	2%	5%	-8%	-12%	?	10µM*	9%[57.1 µM]	?	-9%
Cc1sc(NC(=O)C2CCCCC2C(=O)O)c(C(N)=O)c1-c1ccc(C(C)C)cc1 (stereo unspecified)	13%	6%	-14%	-3%	3%	-26%	23%[57.1 µM]	6%	4%
Cc1ccc(S(=O)(=O)NC(=O)N2CCCC2)cc1	-2%	-11%	-2%	.	28%	-2%	0%	0%	-10%
Cc1ccc(S(=O)(=O)c2cc3c(=O)n4ccccc4nc3n(Cc3ccco3)c2=N)cc1	-7%	-45%	-3%	0%	26%	-16%	5%[57.1 µM]	?	?
CC(C(=O)NC1CCCCC1)N1C(=O)C2C3C=CC(C3)C2C1=O (stereo unspecified)	3%	18%	-11%	3%	31%	-3%	12%	-3%	-2%
O=C(CSc1nc(=O)n(CCCN2CCOCC2)c2c1CCCC2)Nc1cccc(Cl)c1	-6%	-18%	2%	9%	20%	-6%	-5%	0%	0%
Cc1cccc(Cc2c(C)nc3nc(SCc4ccccc4C)nn3c2C)c1	-15%	4%	-1%	0%	8%	-13%	10%[57.1 µM]	-43%	12%
CC(=O)N(C(C)=O)c1nc(-c2ccccc2)cn1/N=C/c1ccccc1	-13%	-1%	-3%	-12%	5%	-9%	-1%[57.1 µM]	0%	1%
O=C1N=c2ccccc2=C1c1sc(Nc2ccc(O)cc2)nc1O	-3%	?	-9%	2%	21%	?	15%[57.1 µM]	-22%	?
Cn1cccc1/C=N/N1CCN(Cc2cccc3ccccc23)CC1	-16%	-33%	i	7%	?	32µM*	-1%[57.1 µM]	18µM*	-3%
COc1ccc(OCC(=O)Nc2nccs2)cc1	5%	-14%	-19%	6%	10%	-17%	10%[57.1 µM]	-8%	-4%
COc1cccc(C(=O)N/N=C/c2ccc(Oc3ccc([N+](=O)[O-])cn3)c(OC)c2)c1	-4%	-4%	-2%	5%	-13%	-34%	13%	?	62%[activator]
CC(=O)N/C(=C/c1cccnc1)C(=O)Nc1ccc(Cl)cc1	1%	15%	-1%	-6%	52%[activator]	-12%	10%	-6%	3%
COC(=O)[C@H](C)NC(=O)Nc1ccc(C)c(C)c1	6%	16%	-4%	2%	26%	-16%	-12%	i	-14%
CC(=O)c1cc2c(cc1NC(=O)c1ccco1)OCCO2	-9%	2%	i	-9%	27%	-19%	-2%	?	1%
COC(=O)N/N=C\c1ccc(OC(=O)c2ccco2)cc1	-2%	22%	0%	-1%	38%	-1%	1%[57.1 µM]	7%	4%
O=C(CSc1nncn1-c1ccccc1)Nc1cc(Cl)cc(Cl)c1	-13%	-26%	5%	0%	-10%	-26%	16%	18%	6%
COc1cc(OC)c(N(C)C(=O)CSc2c3c(nc4ccc(Cl)cc24)CCCC3)cc1Cl	-5%	19%	5%	-8%	18%	-35%	3%	-6%	7%
CN(Cc1ccccc1)C(=O)COC(=O)c1ccc(Br)c(S(=O)(=O)N2CCOCC2)c1	13%	1%	2%	44%[activator]	23%	-16%	20%	22%	1%
CCOc1ccccc1CNC(=O)c1nc(-c2ccc(Cl)cc2)n2c1CCCCC2	4%	6%	11%	-2%	-15%	?	20%	-15%	8%
COc1ccc(CNS(=O)(=O)c2ccc3c(c2)CCN3C(=O)C2CCC2)cc1	4%	6%	-8%	4%	13%	-8%	4%	-1%	-11%
CCC(C)(C)NC(=O)c1cc([N+](=O)[O-])ccc1N1CCOCC1	9%	18%	-10%	.	2%	-7%	9%	-23%	-5%
O=C(NC1=NC2CCCCC2N1)c1ccccc1 (stereo unspecified)	-22%	-15%[11.4 µM]	i	6%	14%	5%[11.4 µM]	22%[57.1 µM]	470%[activator]	-2%
C=CCN1CC2CC3(COc4cc(C)cc(C)c4)C=CC2(O3)C1=O (stereo unspecified)	10%	5%	0%	8%	21%	3%	-3%	-2%	-11%
Cc1cc(/C([O-])=C(/C(=S)Nc2ccccc2)[n+]2ccccc2)c(C)n1-c1ccccc1	11%	-15%	-4%	-3%	?	.	-7%[57.1 µM]	?	1%
O=C(O)c1ccc(CSCc2ccccc2F)o1	-5%	9%[11.4 µM]	i	?	54%[activator]	-16%[11.4 µM]	15%[57.1 µM]	39%[activator]	-12%
O=C(COC(=O)c1ccccc1Br)NC1CCCCCCC1	3%	-20%	i	.	76%[activator]	-14%	2%	?	0%
COc1ccc(-c2nnc(SCc3ncc(-c4ccccc4)o3)o2)cc1	-4%	-36%	i	-4%	40%[activator]	-3%	-10%[57.1 µM]	6%	0%
Cc1onc(-c2ccccc2)c1C(=O)Nc1ccc(S(=O)(=O)N2CCCC2)cc1	0%	-4%	-1%	-8%	81%[activator]	-6%	23%	0%	-1%
COc1ccc(-n2nc([N+](=O)[O-])c(=NCCc3ccc(Cl)cc3)n2O)cc1	6%	-6%	-8%[11.5 µM]	.	-7%	-32%	13%	3%[57.4 µM]	?
O=C(COc1ccc(F)cc1)NCc1ccc2c(c1)CCN2C(=O)c1ccc(F)cc1	?	26%	2%	0%	12%	-8%	8%[57.1 µM]	?	?
CCCCCOC(=O)Cn1c(SCC(=O)Nc2ccccc2)nc2c1c(=O)[nH]c(=O)n2C	3%	-24%	-3%	5%	14%	-17%	-9%	0%	2%
COc1ccc2[nH]c(=O)c(CN(Cc3cccs3)Cc3nnnn3C(C)(C)C)cc2c1	1%	33%	.	-2%	14%	-25%	2%	-16%	?
CCCCNC(=O)CSc1nnc(NC(C)=O)s1	-5%	-13%	-5%	6%	30%	7%	5%	357%[activator]	-3%
NS(=O)(=O)c1ccc(N/N=C/c2ccc(O)cc2O)c([N+](=O)[O-])c1	-12%	9%[11.4 µM]	-4%	0%	33%	-26%[11.4 µM]	-1%	-2%	-2%
CC(C)c1ccc(NS(=O)(=O)c2ccc3c(c2)oc(=O)n3C)cc1	-4%	-16%	-10%	-4%	26%	-10%	12%	30%	5%
C/C(N)=C(/C#N)C(=O)COC(=O)C1=NN(c2ccccc2)C(=O)CC1	-1%	4%	0%	1%	38%	-6%	35%	0%	-4%
COC(=O)c1cc(C(=O)CSc2nc(C)cc(C)n2)ccc1O	13%	17%	7%	-5%	35%	-5%	5%	128%[activator]	-5%
COc1ccc(CNC(=O)C2CCN(S(=O)(=O)Cc3ccccc3)CC2)cc1	1%	4%	-9%	2%	47%[activator]	-12%	-15%	-4%	-17%
CCC1Oc2ccccc2N(CC(=O)NCCCN2CCN(Cc3ccccc3)CC2)C1=O (stereo unspecified)	2%	-3%	-7%	.	16%	-23%	-5%	7%	7%
CCCCn1c(SCC(=O)NCc2ccco2)nc2ccc(N3CCOCC3)cc2c1=O	-1%	-27%	-1%	1%	29%	-30%	?	-12%	1%
O=C(NCCN1CCOCC1)c1ccc(Cl)c(S(=O)(=O)N2CCCCC2)c1	8%	13%	i	8%	-7%	-9%	1%	0%	5%
